PKA-R1A activ: PKA-R1A complex activation; P00514+P68181; 0.083% of 340,000 active; activation, % at 11.4 µM; PKA-R1A dissociation, Cy5-IP20 fluorescence polarization; scaled: DMSO 0%, 113 µM cGMP 100%;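 active means percent activation above the mean of all tested compounds plus 3 SD, cut at about 19% in these data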;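 further: higher means more PKAc released from R1A so a rise in polarization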
DAGLB inhibitor: diacylglycerol lipase beta (human) inhibition | Q8NCG7 | HEK293T DAGLB membrane lysate, EnzChek fluorogenic substrate | inhibition, % at 5.17 µM | 0.059% of 340,000 active | AID 504411; in the data active means inhibition above about 34%;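 further: 0% = enzyme with vehicle and 100% = wells lacking enzyme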
Target sequence (Q8NCG7 whole entry, looked up): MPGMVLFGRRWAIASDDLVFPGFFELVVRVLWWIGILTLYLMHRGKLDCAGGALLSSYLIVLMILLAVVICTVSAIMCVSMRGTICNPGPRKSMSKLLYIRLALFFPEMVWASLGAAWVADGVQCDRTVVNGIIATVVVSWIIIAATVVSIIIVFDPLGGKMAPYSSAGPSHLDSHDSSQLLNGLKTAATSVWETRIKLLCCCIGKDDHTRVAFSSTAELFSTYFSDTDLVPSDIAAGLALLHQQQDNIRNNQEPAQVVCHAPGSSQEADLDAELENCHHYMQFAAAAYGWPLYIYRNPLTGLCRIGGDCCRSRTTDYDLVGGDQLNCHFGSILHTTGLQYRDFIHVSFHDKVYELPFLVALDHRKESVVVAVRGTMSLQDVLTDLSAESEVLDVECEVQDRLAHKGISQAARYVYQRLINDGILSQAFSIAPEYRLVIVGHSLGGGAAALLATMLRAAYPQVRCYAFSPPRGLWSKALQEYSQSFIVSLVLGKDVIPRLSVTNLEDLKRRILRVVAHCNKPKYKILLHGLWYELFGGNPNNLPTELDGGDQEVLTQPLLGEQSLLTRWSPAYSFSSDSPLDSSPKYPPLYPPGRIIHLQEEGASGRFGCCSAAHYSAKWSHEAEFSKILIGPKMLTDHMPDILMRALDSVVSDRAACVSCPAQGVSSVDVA
Arrestin-AP2 inh: human beta-arrestin and AP2 interaction inhibition; inhibition, % at 10 µM; AID 504490; 0.31% of 340,000 active; FITC-arrestin peptide / GST-AP2 beads, flow cytometry; AP2 beta2 appendage carries R879A mutation;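 active means inhibition above a set limit, near 3 SD of compounds lacking own fluorescence, cut at about 54% in these data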;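 further: plate controls were DMSO wells for no effect and 5 µM unlabelled arrestin peptide for full effect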
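System: GST-tagged AP2 beta2-adaptin appendage (R879A) on 4 µm glutathione beads / Reagent: FITC-arrestin peptide, 50 nM / Detection: HyperCyt-sampled flow cytometry, FL1 channel, ex 488/em 535 nm / Timing: 12 min plus 1 h, RT / Buffer or medium: PBS plus Tween 20 (0.05%) and BSA (0.1%)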
HTR5A ag ctr: counter-screen for OPRM1-OPRD1 agonists: human HTR5A agonism. P47898. HTR5A agonist assay, luminescence, cell-based. activation, % at 9.3 µM. 0.61% of 340,000 active. AID 504692; in the data active means activation mostly above about 9.5%, no sharp cut-off; inactive means mostly below about 7.6%;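 further: 0% = cells with vehicle only and 100% = reference agonist; strong numbers were not always called active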
Target sequence (P47898 whole entry, looked up): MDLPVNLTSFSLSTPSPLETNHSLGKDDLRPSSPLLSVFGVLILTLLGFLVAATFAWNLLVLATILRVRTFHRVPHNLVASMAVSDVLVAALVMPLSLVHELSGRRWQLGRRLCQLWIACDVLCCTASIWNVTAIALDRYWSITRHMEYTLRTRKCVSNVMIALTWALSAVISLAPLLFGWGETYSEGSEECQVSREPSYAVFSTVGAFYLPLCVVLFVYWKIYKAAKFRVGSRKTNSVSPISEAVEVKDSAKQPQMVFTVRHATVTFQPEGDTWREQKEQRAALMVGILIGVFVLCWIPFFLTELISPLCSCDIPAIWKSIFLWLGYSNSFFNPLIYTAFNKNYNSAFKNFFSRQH
OPRM1-OPRD1 ag: agonists of human mu-delta opioid receptor heterodimerization | P35372+P41143 | cells, OPRM1-OPRD1 heterodimerization, luminescence | activation, % at 9.3 µM | 0.3% of 340,000 active | AID 504326; in the data active means activation above about 18%;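 further: 0% = vehicle-treated cells and 100% = reference agonist; values of inactives mirror those of a sister screen read the other way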
MOR-DOR inv ag: mu-delta opioid heterodimer inverse agonism | P35372+P41143 | cell-based MOR-DOR heterodimer luminescence | inhibition, % at 9.3 µM | 0.21% of 340,000 active; in the data active means inhibition above about 22%, passing the limit was not always enough;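 further: 0% = cells with DMSO and 100% = wells without cells with DMSO; values of inactives mirror those of a sister screen read the other way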
Pemphigus Ab inh: inhibitors of pemphigus antibody binding to human desmoglein-3; P32926; DSG3-coupled beads, scFv-anti-DSG3-GFP binding, flow cytometry; active compounds read low; binding (percent of control), % at 10 µM; 0.48% of 310,000 active;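 active means binding more than 3 SD below its plate's average and above zero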;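 further: hits lower antibody fragment binding to DSG3; some compounds called inactive have numbers as strong as hits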
PKA-R2B act: activators of human PKA-R2B complex; P22694+P31323; PKA-R2B holoenzyme dissociation, Cy5-IP20 fluorescence polarization; R2B truncated from residue 108, S112A mutant; 0% DMSO only, 100% 113 µM cGMP; activation, % at 11.4 µM; 0.079% of 340,000 active; AID 504700;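 active means activation above a cutoff set at the mean over all compounds plus 3 SD, cut at about 18% in these data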;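 further: higher means more holoenzyme dissociation and a rise in polarization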
V-ATPase pHluor: alters yeast V-ATPase proton transport; S. cerevisiae, pHLuorin cytosolic pH fluorescence; response, % at 10 µM; 0.37% of 350,000 active; AID 504577; in the data active means response mostly above about 7.3%, no sharp cut-off; inactive means mostly below about 5.4%; further: actives read high; inactives centre near 0; some compounds called inactive have numbers as strong as hits; reference of the scale not given here
HTR5A inv ag: counter-screen for OPRM1-OPRD1 inverse agonists: human HTR5A inverse agonism. 0.083% of 340,000 active. P47898. inhibition, % at 9.3 µM. HTR5A cell line, luminescence. AID 504634; in the data active means inhibition mostly above about 23%, no sharp cut-off; inactive means mostly below about 18%;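 further: 0% = cells with DMSO and 100% = no-cell wells with DMSO; some compounds called inactive have numbers as strong as hits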
The depositor's hits bear a star; . = not tested or not shown.

SMILES	PKA-R2B act	Pemphigus Ab inh	PKA-R1A activ	Arrestin-AP2 inh	V-ATPase pHluor	MOR-DOR inv ag	OPRM1-OPRD1 ag	HTR5A inv ag	HTR5A ag ctr	DAGLB inhibitor
CCOC(=O)CC1COCCN1C(=O)c1ccc2oc(Cc3ccccc3)nc2c1 (configuration not stated)	4	101	-9	31	0	7	-1.0	-9	-5	2
CCS(=O)(=O)NCCc1csc(-c2ccccc2)n1	-5	110	-10	22	5	-2	0.3	-8	-1	1
O=C(CS(=O)(=O)c1ccccc1)c1cc2ccccc2oc1=O	-6	104	-5	19	-3	14	-2.6	10	0	10
Cc1ccc(C2CC(c3ccccc3)n3ncnc3N2)cc1 (configuration not stated)	-3	109	-5	-3	0	7	-1.4	-27	10	-2
Cc1ccccc1-c1cc(C(=O)N/N=C/c2cccnc2)c2ccccc2n1	1	108	5	-5	4	-4	1.1	-5	-3	-1
CCOC(=O)c1nc(NCc2cccnc2)c2ccccc2n1	-1	83	-1	6	4	-16	2.6	12	-5	1
O=C(NNc1ccc([N+](=O)[O-])cc1)C1C2CCCCC21 (configuration not stated)	1	98	-7	-2	9	8	-1.4	11	-4	-2
CCOC(=O)c1cccc(NC(=O)CSc2nnc(C)n2CC2CCCO2)c1 (configuration not stated)	7	104	10	25	-2	1	-0.1	-6	2	-1
CSc1ccc(CCNC(=O)C2CCCN(S(=O)(=O)N3CCOCC3)C2)cc1 (configuration not stated)	5	77*	-3	2	-4	-1	0.2	-7	2	-1
CC(OC(=O)c1cccnc1Cl)C(=O)Nc1ccc(S(N)(=O)=O)cc1 (configuration not stated)	3	99	3	8	0	7	-1.3	13	-5	-2
COc1ccccc1-n1cnnc1SCC(=O)c1ccc[nH]1	10	100	5	-2	-1	12	-2.3	11	0	2
NS(=O)(=O)c1ccc(NC(=O)COC(=O)/C=C/c2ccc([N+](=O)[O-])cc2)cc1	-3	83	1	7	-2	-22	3.4	5	-2	1

SMILES	PKA-R2B act	Pemphigus Ab inh	PKA-R1A activ	Arrestin-AP2 inh	V-ATPase pHluor	MOR-DOR inv ag	OPRM1-OPRD1 ag	HTR5A inv ag	HTR5A ag ctr	DAGLB inhibitor
Cc1ccc(C(=O)Nc2ccccc2C(N)=O)o1	-3	.	-8	0	1	14	-2.8	-17	5	0
Cc1ccc(C(=O)OCC(=O)NCCN2C(=O)CSC2=O)cc1[N+](=O)[O-]	-14	101	1	-4	2	4	-0.9	17	-7	-5
Cc1nn(-c2ccccc2)nc1C(=O)Oc1cc(C(F)(F)F)nn1-c1ccccc1	-5	100	0	0	5	4	-0.7	6	3	-1
C=CCN(c1ccccc1)S(=O)(=O)c1cccc(C(=O)NC2CCN(Cc3ccccc3)CC2)c1	4	108	7	14	-2	-10	1.5	-5	-4	0
COCCN(C(=O)COC(=O)Cc1coc2cc3c(cc12)CCC3)c1c(N)n(Cc2ccccc2)c(=O)[nH]c1=O	-5	93	5	4	3	20	-3.8	10	-4	4
CCn1cc(C(=O)NCC2CCCO2)c(=O)c2cc(S(=O)(=O)N3CCC(C)CC3)ccc21 (configuration not stated)	-1	.	-10	2	3	-2	0.4	-13	4	1
CCN(CC)S(=O)(=O)c1ccc(NC(=O)c2ccccn2)cc1	-4	101	-4	18	-2	9	-1.6	-5	1	-1
O=C(c1cc(-c2ccc(Cl)cc2Cl)on1)N1CCCC1	-7	102	-3	9	6	11	-2.0	-14	5	-9
CCN(CCO)Cc1csc2c(Br)cccc12	5	107	-2	9	-2	0	0.0	-5	4	-2
Cc1cc(=O)[nH]c2c1cnn2Cc1ccccc1	1	.	9	-1	-4	3	-0.8	-11	2	0
O=C(O)Cc1coc(-c2ccc(F)cc2)n1	-2	104	-9	25	-1	14	-2.7	2	-2	2
CC1CCCC(C)N1C(=O)CN1C(=O)NC2(CCOc3ccccc32)C1=O (configuration not stated)	6	106	4	29	-3	3	-0.5	6	-2	2

SMILES	PKA-R2B act	Pemphigus Ab inh	PKA-R1A activ	Arrestin-AP2 inh	V-ATPase pHluor	MOR-DOR inv ag	OPRM1-OPRD1 ag	HTR5A inv ag	HTR5A ag ctr	DAGLB inhibitor
C=CCNc1ccc(F)c(F)c1N1CCCCCC1=O	-6	100	-16	28	-1	7	-1.2	-13	5	0
COc1ccccc1CNC(=O)Cn1nnnc1CN(C)C(C)C	-2	115	0	10	0	8	-1.6	9	-3	-3
CCCS(=O)(=O)N1CCCC(C(=O)NCCN(CC)CC)C1 (configuration not stated)	2	109	-7	21	4	17	-3.0	-16	-2	-3
Cc1ccc(/C=C/C(=O)NC(=S)Nc2ccccc2C(=O)NC2CCCCC2)cc1	9	102	6	2	-1	-23	4.1	11	2	3
CC(C)c1nnc(NC(=O)CCC(=O)N2CCN(c3cccc(Cl)c3)CC2)s1	-6	102	0	59*	-5	2	-0.3	-8	-2	4
CC(C)N1CCN(S(=O)(=O)c2ccccc2)c2ccccc21	0	111	0	3	0	2	-0.3	-23	6	0
OCCCCc1nccc2c1[nH]c1ccccc12	-10	87	-11	14	2	18	-3.5	-6	2	1
CCC(=O)Nc1nc(-c2cc([N+](=O)[O-])cs2)cs1	6	108	7	30	0	-11	2.0	12	2	-1
COc1ccc(NC(=O)Nc2cccc3ccccc23)c(OC)c1	15	112	10	1	1	-3	0.5	-15	4	-2
O=C(NCCNC(=O)c1cccnc1)c1ccc(Br)cc1	5	107	3	35	-1	-7	1.6	13	-5	1
COc1ccc(C(=O)NC2CCN(C(=S)Nc3cccc(C)c3)CC2)cc1	5	102	-18	6	-5	-5	0.8	9	-4	1
CCC(C)C(=O)OCC1(c2ccc(C)cc2OC(=O)C(C)C)CO1 (configuration not stated)	-5	95	-2	-5	-1	15	-3.0	8	4	-2

SMILES	PKA-R2B act	Pemphigus Ab inh	PKA-R1A activ	Arrestin-AP2 inh	V-ATPase pHluor	MOR-DOR inv ag	OPRM1-OPRD1 ag	HTR5A inv ag	HTR5A ag ctr	DAGLB inhibitor
CN(C(=O)C1CCC(CNS(=O)(=O)c2cccc3cccnc23)CC1)C1CCCCC1 (configuration not stated)	6	108	-5	-16	4	-1	0.2	-8	2	0
Cc1ccc(NS(=O)(=O)c2ccc(C(=O)NCC3CCCO3)cc2)cc1 (configuration not stated)	3	99	-5	33	1	2	-0.4	-8	3	2
Cc1ccccc1OCC(=O)Nc1cccc(NC(=O)c2ccco2)c1	-3	99	-2	-4	-4	1	-0.1	-8	0	-6
NS(=O)(=O)c1ccc(NCc2ccccc2OCc2ccc(F)cc2)cc1	-1	.	-1	25	-3	-2	0.5	3	-2	-2
CC(=O)Nc1ccc(CN2CCN(CCC(C)C)C(CCO)C2)cc1 (configuration not stated)	-1	117	-10	3	4	3	-0.6	0	0	-2
COc1cc2ccccc2cc1C(=O)Nc1nccs1	0	102	-5	4	10	4	-0.6	24	-8	-4
Cc1nn(-c2ccc(Cl)cc2)c(=O)c2ccccc12	5	101	-7	-20	1	17	-3.3	10	-4	-3
S=C(Nc1ccc(Nc2ccccc2)cc1)N1CCN(c2ncccn2)CC1	-2	106	6	17	-1	14	-2.6	-3	1	-1
COC(=O)c1ccccc1OCC(=O)NC1CCCCC1	3	106	8	-1	-1	-3	0.7	-2	2	0
CCN(CC)CCCN=Cc1c(-c2ccccc2)[nH]n(-c2nc3ccccc3s2)c1=O	1	102	-13	44	1	15	-2.9	-3	1	5
Cc1ccc(S(=O)(=O)NCCC(=O)NNc2c(F)c(F)cc(F)c2F)cc1	-2	99	-8	25	0	9	-2.3	-3	1	0
O=C(Oc1cc(Cl)ccc1Cl)C1=CC=CN2CCS(=O)(=O)N=C12	-11	99	-10	1	2	1	-0.3	8	-3	0

SMILES	PKA-R2B act	Pemphigus Ab inh	PKA-R1A activ	Arrestin-AP2 inh	V-ATPase pHluor	MOR-DOR inv ag	OPRM1-OPRD1 ag	HTR5A inv ag	HTR5A ag ctr	DAGLB inhibitor
CC(C)CSc1n[nH]c(N)n1	-4	89	6	.	-1	22	-4.5	-3	-2	2
C=CCN(CC=C)CCOc1ccc2ccccc2c1	9	109	5	8	-4	-31	6.7	-8	0	-8
O=C(COc1cccc(F)c1)Nc1nc(-c2ccccn2)cs1	-2	105	6	.	3	.	.	.	.	-6
Nc1cc([N+](=O)[O-])ccc1Nc1ccccc1	-1	90	-9	18	-1	3	-0.4	16	-6	17
COc1ccc(CCNC(=O)C2CCN(S(=O)(=O)c3ccc4c(c3)oc(=O)n4C)CC2)cc1OC	9	.	-3	4	-2	4	-0.7	-6	3	1
O=C(/C=C/c1cccnc1)c1cccc(O)c1	3	109	-7	20	0	8	-1.5	3	-1	-1
CCSc1nc2ccccc2n1Cc1cccc([N+](=O)[O-])c1	-6	105	8	-11	0	12	-2.1	19	-7	-3
CCC(=O)OCc1cc2cccc(C)c2[nH]c1=O	-2	104	-7	21	0	9	-1.6	-2	-2	0
CC(C)N1C(=S)SC2CS(=O)(=O)C=C21 (configuration not stated)	-5	111	-5	-26	5	10	-1.7	-32	0	0
CCOC(=O)c1c(C)[nH]c(C)c1C(=O)COC(=O)c1cccnc1Cl	5	93	1	2	2	-14	2.7	-3	1	-2
CNC(=O)c1ccsc1NC(=O)c1ccccc1	5	100	-6	-3	-2	11	-1.9	-3	1	-2
CCOc1c2ccc(C(=O)NCCc3ccc(C)cc3)cc2nn1CC	3	.	-9	-6	-2	14	-2.5	12	0	-3

SMILES	PKA-R2B act	Pemphigus Ab inh	PKA-R1A activ	Arrestin-AP2 inh	V-ATPase pHluor	MOR-DOR inv ag	OPRM1-OPRD1 ag	HTR5A inv ag	HTR5A ag ctr	DAGLB inhibitor
CCc1nnc(NC(=O)c2nc(S(=O)(=O)Cc3ccccc3)ncc2Cl)s1	-10	117	2	-2	0	-24	4.8	-31	8	1
COC(=O)c1cccc(NC(=O)CC2NCCNC2=O)c1 (configuration not stated)	-3	108	4	-12	0	5	-1.0	-21	4	2
COc1ccccc1C1CCN(Cc2cccc(C(=O)N3CCC(O)CC3)c2)CC1	14	95	1	7	-2	6	-1.1	-13	3	-3
Cc1cc(NC(=O)CC(C)C)c(=O)n(Cc2ccccc2F)c1	-2	129	16	8	0	4	-0.8	-33	9	0
COc1cc(/C=C2\SC(=S)N(Nc3ncc(C(F)(F)F)cc3Cl)C2=O)cc(OC)c1OC	-4	88*	-13	0	2	-10	1.7	34	1	2
CCCCN(C)CCCNC(=O)CC1Oc2ccccc2NC1=O (configuration not stated)	-6	109	-3	-4	-4	3	-0.7	-20	7	-2
C=CCN(CC(=O)NCc1ccccc1)C(=O)c1csnn1	-6	104	-6	5	-3	-2	0.4	-3	-4	6

Reformatted with values under each structure: three of the compounds above
Each structure is followed by: PKA-R2B act	Pemphigus Ab inh	PKA-R1A activ	Arrestin-AP2 inh	V-ATPase pHluor	MOR-DOR inv ag	OPRM1-OPRD1 ag	HTR5A inv ag	HTR5A ag ctr	DAGLB inhibitor
COc1ccccc1C1CCN(Cc2cccc(C(=O)N3CCC(O)CC3)c2)CC1
 : 14	95	1	7	-2	6	-1.1	-13	3	-3
COc1cc(/C=C2\SC(=S)N(Nc3ncc(C(F)(F)F)cc3Cl)C2=O)cc(OC)c1OC
 : -4	88*	-13	0	2	-10	1.7	34	1	2
CCCCN(C)CCCNC(=O)CC1Oc2ccccc2NC1=O (configuration not stated)
 : -6	109	-3	-4	-4	3	-0.7	-20	7	-2
